# Screening data (PubChem)
# LmPK inh: qHTS Assay for Inhibitors of Leishmania Mexicana Pyruvate Kinase (LmPK); purified LmPK, Kinase-Glo ATP luminescence, 1 h; 290,000 tested, 0.37% active; Q27686; Potency, µM (series often up to 57.5 µM), for the others: at the highest dose activity change, negative = inhibition, usual class: inhibitors; further: potency means the concentration at half of the fitted maximal effect; on the % scale 0 is the no-effect control and ±100 the full control effect
# Target sequence (Q27686 whole entry, looked up): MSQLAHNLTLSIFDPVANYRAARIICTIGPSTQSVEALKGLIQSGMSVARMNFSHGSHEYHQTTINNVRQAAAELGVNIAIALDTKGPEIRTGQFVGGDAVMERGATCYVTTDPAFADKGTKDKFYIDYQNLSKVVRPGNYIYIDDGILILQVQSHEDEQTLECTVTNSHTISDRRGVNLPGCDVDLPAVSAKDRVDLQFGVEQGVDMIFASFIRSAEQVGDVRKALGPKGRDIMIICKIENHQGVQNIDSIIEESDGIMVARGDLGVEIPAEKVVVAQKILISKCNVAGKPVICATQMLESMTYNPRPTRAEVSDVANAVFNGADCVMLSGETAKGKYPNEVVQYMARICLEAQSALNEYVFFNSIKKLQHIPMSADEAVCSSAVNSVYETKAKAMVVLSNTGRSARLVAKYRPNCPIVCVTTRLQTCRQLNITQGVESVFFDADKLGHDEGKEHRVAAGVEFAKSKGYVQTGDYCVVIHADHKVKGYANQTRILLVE
#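 Purified LmPK (0.1 nM) with 0.5 mM PEP and 0.1 mM ADP in imidazole buffer pH 7.2 with MgCl2/KCl, 1 h at room temperature. ATP formed was read by luciferase luminescence and normalized to no-enzyme and uninhibited controls.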
# Pf growth 96h: Primary qHTS for delayed death inhibitors of the malarial parasite plastid, 96 hour incubation | P. falciparum luciferase reporter growth, 96 h | Potency, µM (doses to about 28.7 µM), for inactives: top-dose activity change, negative = inhibition, hits mostly inhibitors | 320,000 tested, 6.9% active; further: potency means the concentration at half of the fitted maximal effect; on the % scale 0 is the no-effect control and ±100 the full control effect
#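 Two parasite generations (96 h, 37 C, 5% CO2) of compound exposure in infected erythrocytes (0.05% parasitemia, 2% hematocrit). Luciferase-reporter P. falciparum; decreased luminescence indicates inhibited growth, aimed at apicoplast-acting delayed death.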
# TbPYK inhibitor: qHTS of Trypanosoma Brucei Inhibitors; TbPYK enzyme, Kinase-Glo Plus ATP luminescence, 45 min; Potency, µM (highest dose often 76.8 µM), for inactives: at the highest dose activity, negative = inhibition, most hits filed as inhibitors; 410,000 tested, 0.12% active; further: potency means the concentration at half of the fitted maximal effect; on the % scale 0 is the no-effect control and ±100 the full control effect; nearly all actives have a fitted effect of over 50% in size
#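 Screened from lowest to highest concentration, compounds were pinned into TbPYK/substrate mixtures, and ADP (130 uM final) was added. Plates sat at room temperature for 45 min prior to Kinase-Glo Plus detection by luminescence.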
# Shiga toxin inh: A qHTS for Small Molecule Inhibitors of Shiga Toxin. 290,000 tested, 9.2% active. Vero cells, Shiga toxin protein synthesis inhibition reporter. inhibition, % at 38.7 µM. AID 2315, 2010; in the data active means inhibition mostly above about 28%, no sharp cut-off; inactive means mostly below about 43%; further: 0% is about no effect
# Pf growth 48h: Primary qHTS for delayed death inhibitors of the malarial parasite plastid, 48 hour incubation; P. falciparum luciferase growth in erythrocytes, 48 h; Potency, µM (series often up to 28.7 µM), for the others: top-dose activity change, negative = inhibition, hits mostly inhibitors; 310,000 tested, 5.9% active; AID 504832, 2011; further: potency means the concentration at half of the fitted maximal effect; on the % scale 0 is the no-effect control and ±100 the full control effect
#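 Here the parasites carry a stable luciferase gene and grow inside erythrocytes in Albumax-based RPMI medium with compound for one erythrocytic cycle. Activity is scored as loss of luminescent signal.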
# CHX counter: Cycloheximide Counterscreen for Small Molecule Inhibitors of Shiga Toxin | max response, % | cell reporter, cycloheximide protein synthesis inhibition counterscreen | 300,000 tested, 12% active; in the data active means max response mostly above about 13%, no sharp cut-off; inactive means mostly below about 14%; further: read at 38.3 µM for the half of the compounds with a filed dose; 0% is about no effect
# HCV inh: qHTS Assay for Inhibitors of Hepatitis C Virus (HCV). Potency, µM (top dose mostly 41.8 µM), inactives show at the top dose activity change, negative = inhibition, actives largely listed as inhibitors. AID 651820, 2012. Huh7.5.1 HCVcc-Cre infection, luciferase reporter, 44 h. 340,000 tested, 3.4% active; further: potency means the concentration at half of the fitted maximal effect; on the % scale 0 is the no-effect control and ±100 the full control effect
#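 Luciferase read-out (15 sec integration) after a 15 min room-temperature substrate step quantifies HCVcc-Cre infection. Cells, 1,000 per well, had compound added 4 h post-plating, then virus at ~0.5 moi, and were cultured 44 h.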
# * = called active by the depositor; ? = inconclusive; . = no result given; [ ] = another dose, or the depositor's remark. Unless noted, the call rests on the fitted dose curve; in most records, active means well fitted curve in the direction sought with a large enough effect; inconclusive means small, poorly fitted or top-dose-only effect, or another doubt; inactive means no such curve, though single readings can be large; an effect the other way counts as inactive or inconclusive.
SMILES,LmPK inh,Pf growth 96h,TbPYK inhibitor,Shiga toxin inh,Pf growth 48h,CHX counter,HCV inh
Cc1ncc([N+](=O)[O-])n1CC(=O)NC(C)(C)C,4%,2%,0%,-5,11%,-3,-7%
Cc1c(CC(=O)NCCCCCC(=O)O)c(=O)oc2cc3occ(-c4ccccc4)c3cc12,6%,-28%,1%,-4,-13%,-2,-1%
Cc1ccc(Nc2nc(N3CCOCC3)nc(N3CCOCC3)n2)cc1,1%,?,1%,-3,?,14*,?
CCCCc1ccc(NC(=O)CN(C)CC(=O)Nc2ccccc2Cl)cc1,7%,?,9%,-6,?,-1,5%
Cc1ccc(C2N(c3cccc(Cl)c3)C(=O)C3CCCN32)o1 (configuration not stated),-5%,42%[activator],-12%,-14,.,-9,-8%
O=C(COC(=O)c1cccnc1)Nc1ccccc1,3%,?,-12%,-4,?,-4,9%
COc1ccc(-c2nn(-c3ccccc3)cc2CO)cc1OC,-1%,-12%,2%,-11,13µM*,2,?
Fc1ccc(-c2[nH]ncc2-c2nnnn2-c2ccccc2)c(F)c1,4%,?,-4%,-8,3%,0,0%
COc1ccc(C(=O)NCC(c2cccs2)N2CCc3ccccc32)c(OC)c1 (configuration not stated),.,5.2µM*,-4%,.,10µM*,.,?
COc1ccc(/C=N/NC(=O)CNC(=O)c2ccc3c(c2)OCCO3)c(C(=O)O)c1OC,0%,69%[activator],0%,-2,36%[activator],10,21%
Cc1ccc(N2C(=O)NC(NC(=O)C(C)(C)C)(C(F)(F)F)C2=O)cc1C (configuration not stated),2%,?,-5%,-3,9%,1,0%
CC(C)(C)OC(=O)N1CCCC1C(=O)N1CCc2ccccc21 (configuration not stated),1%,-22%,-25%,12,-3%,6,23%
CCc1ccccc1N(C(=O)c1snc(C(N)=O)c1N)C(C(=O)NCC1CCCO1)c1ccc(OC)c(OC)c1 (configuration not stated),4%,44%[activator],3%,-5,12µM*,-7,-20%
O=C1NC(=O)N(c2ccccc2)C(=O)/C1=C/c1coc2ccc(O)cc2c1=O,-1%,51%[activator],?,28*,-6%,24*,5%
O=[N+]([O-])c1cccc(-c2nnn(C34CC5CC(CC(C5)C3)C4)n2)c1,2%,4%,1%,-38,-11%,-5,9%
O=C1CN(C(=O)COC(=O)c2ccco2)c2ccccc2N1,.,-14%,9%,.,-27%,.,23%
CCc1cccc(NC(=O)C2CCCC2)c1,3%,97%[activator],0%,8,16%,-2,-22%
CN1CCc2c(sc(NC(=O)c3ccc(S(=O)(=O)N4CCOCC4)cc3)c2C(N)=O)C1,0%,?,-4%,-10,?,-1,1%
Cc1ccccc1N=C(NO)c1cccnc1,4%,19%,3%,19,23%,-2,2%
COc1ccc(OC)c(NC2=C(Cl)C(=O)N(Cc3ccccc3)C2=O)c1,2%,-13%,-3%,17,-25%,7,-2%
CC(C)Cc1cc(C(=O)N2CCN(c3ccc(F)cc3)CC2)no1,3%,-29%,-3%,14,5%,11,-28%
CCCCCn1nc(C)c2c(C)cc(=O)[nH]c21,1%,6%,-6%,-7,2%,-2,11%
CCOc1ccccc1NC(=O)CCNC(=O)Cn1ccc2ccccc2c1=O,0%,-2%,0%,-5,-8%,-1,5%
CCCc1nc2ccccc2c(=O)n1CC(=O)c1ccc(OC)cc1,0%,4%,-1%,3,-3%,0,-10%
CC1(C)CC(=O)C=C(NCCN2CCN(C(=S)NC3CCCCC3)CC2)C1,2%,-16%,-2%,8,-7%,9,18%

# Next section; the last 4 above are carried over.
SMILES,LmPK inh,Pf growth 96h,TbPYK inhibitor,Shiga toxin inh,Pf growth 48h,CHX counter,HCV inh
CCCCCn1nc(C)c2c(C)cc(=O)[nH]c21,1%,6%,-6%,-7,2%,-2,11%
CCOc1ccccc1NC(=O)CCNC(=O)Cn1ccc2ccccc2c1=O,0%,-2%,0%,-5,-8%,-1,5%
CCCc1nc2ccccc2c(=O)n1CC(=O)c1ccc(OC)cc1,0%,4%,-1%,3,-3%,0,-10%
CC1(C)CC(=O)C=C(NCCN2CCN(C(=S)NC3CCCCC3)CC2)C1,2%,-16%,-2%,8,-7%,9,18%
C/C(=N\OC(=O)c1c(-c2ccccc2Cl)noc1C)c1ccncc1,1%,23%,-15%,-4,31%[activator],-5,-11%
O=C(Nc1nncs1)C12CC3CC(CC(Cl)(C3)C1)C2,3%,-8%,0%,-2,-14%,0,8%
COCCn1c(SCC(=O)NCCc2ccccc2)nc2c([nH]c3ccccc32)c1=O,-5%,?,-1%,-1,-10%,-1,17%
O=C(O)CSc1nnc(CNc2ccccc2Cl)n1-c1ccccc1,5%,?,0%,-3,21%,-3,-5%
CC(NC(=O)CCC(=O)NCc1ccc(F)cc1)c1ccccc1 (configuration not stated),1%,-21%,-3%,-13,-1%,1,7%
Cn1cc(C(=O)C(=O)N2CCc3ccccc32)c2ccccc21,-5%,12%,1%,-19,76%[activator],1,-27%
O=C(COC(=O)c1ccccn1)NNC(=O)c1ccc([N+](=O)[O-])cc1,.,1%,-3%,.,23%,.,-1%
Cc1c(C)c2c(OCC(=O)N[C@@H](CC(C)C)C(=O)O)cc3c(c2oc1=O)CCC(C)(C)O3,-1%,?,7%,-5,?,-3,15%
CCOC(=O)Cn1cnc2c(nnn2-c2ccc(OC)cc2)c1=O,-3%,-28%,-9%,-22,35%[activator],5,22%
CN(C)c1ccc(C(C(=O)NC2CCCCC2)N(Cc2ccco2)C(=O)c2snc(C(N)=O)c2N)cc1 (configuration not stated),0%,-12%,-10%,-4,?,5,11µM*
CC1CN(C(=O)COC(=O)c2ccc(S(=O)(=O)N(C)C)cc2)CC(C)O1 (configuration not stated),9%,17%,1%,-10,11%,-8,26%
CC1CCN(Cc2c(C(=O)N/N=C/c3cccc(C(F)(F)F)c3)nnn2-c2nonc2N)CC1,-6%,?,0%,-9,?,-5,?
COc1ccc(/C=N/Nc2nc3ccccc3[nH]2)c(OC)c1OC,-2%,4.1µM*,-1%,141*,?,41*,-20%
COC(=O)NC(=S)Nc1ccc(Oc2ccc(Cl)cc2)c(Cl)c1,11%,.,-2%,-8,?,6,-23%
CCc1ccc(N(CC(=O)NCc2ccc3c(c2)OCO3)C(=O)c2csnn2)cc1,6%,4%,33%[activator],16,-4%,2,-22%
CC(=O)Nc1ccc(S(=O)(=O)Nc2nccc(C)n2)cc1,-1%,?,-14%,23,67%[activator],-3,3%
Cc1cccc(OCC(=O)Nc2ccncc2)c1C,-1%,29%,-1%,3,1%,12*,?
COc1ccc(S(=O)(=O)N2CCCCCC2)cc1C(=O)Nc1ccc(C(=O)N(C)C)cc1,.,?,4%,.,?,.,-14%
Cn1c(=O)[nH]c(=O)c2c1nc(NC1CCCC1)n2Cc1ccccc1,-1%,2%,3%,.,-5%,-2,8%
O=C(CC1S/C(=N/N=C/c2cccs2)NC1=O)Nc1ccccc1F (configuration not stated),1%,?,0%,2,?,-7,-8%
COc1cc(/C=N/O)ccc1OCc1ccc([N+](=O)[O-])cc1,-3%,33%[activator],-7%,82*,231%[activator],89*,?
O=C(CN(Cc1ccccc1)C(=O)CCC(=O)Nc1ccccn1)NCCc1ccccc1,-3%,13µM*,2%,-12,2%,-3,-10%
CC1c2[nH]c3ccccc3c2C[C@H]2C(=O)N(CCCN(C)C)CC(=O)N12 (some centres not stated),-5%,20%,-3%,-6,10%,7,16%
CC(Oc1cccc(Cl)c1)c1ccnc2nc(/N=C/N(C)C)nn12 (configuration not stated),-2%,?,-4%,-22,0%,6,-2%
COc1ccc(N2CCN(C(=O)c3ccc(-n4nc(C)cc4C)cc3)CC2)cc1,-1%,8%,2%,22,-13%,-2,-24%

# Retrieved one by one from the entries so far (5):
SMILES,LmPK inh,Pf growth 96h,TbPYK inhibitor,Shiga toxin inh,Pf growth 48h,CHX counter,HCV inh
CC1CN(C(=O)COC(=O)c2ccc(S(=O)(=O)N(C)C)cc2)CC(C)O1 (configuration not stated),9%,17%,1%,-10,11%,-8,26%
CC1CCN(Cc2c(C(=O)N/N=C/c3cccc(C(F)(F)F)c3)nnn2-c2nonc2N)CC1,-6%,?,0%,-9,?,-5,?
COCCn1c(SCC(=O)NCCc2ccccc2)nc2c([nH]c3ccccc32)c1=O,-5%,?,-1%,-1,-10%,-1,17%
Cn1cc(C(=O)C(=O)N2CCc3ccccc32)c2ccccc21,-5%,12%,1%,-19,76%[activator],1,-27%
O=C(CN(Cc1ccccc1)C(=O)CCC(=O)Nc1ccccn1)NCCc1ccccc1,-3%,13µM*,2%,-12,2%,-3,-10%

# Full records, quoted from the list.
# Results for CC(C)Cc1cc(C(=O)N2CCN(c3ccc(F)cc3)CC2)no1 = LmPK inh: 3%; Pf growth 96h: -29%; TbPYK inhibitor: -3%; Shiga toxin inh: 14; Pf growth 48h: 5%; CHX counter: 11; HCV inh: -28%
# Results for Fc1ccc(-c2[nH]ncc2-c2nnnn2-c2ccccc2)c(F)c1 = LmPK inh: 4%; Pf growth 96h: ?; TbPYK inhibitor: -4%; Shiga toxin inh: -8; Pf growth 48h: 3%; CHX counter: 0; HCV inh: 0%

# Further structures.
SMILES,LmPK inh,Pf growth 96h,TbPYK inhibitor,Shiga toxin inh,Pf growth 48h,CHX counter,HCV inh
CCN(CC)Cc1ccc(NC(=O)c2sc3cc(Cl)ccc3c2Cl)cc1,-4%,?,-1%,16,?,-1,?
Cn1cc(/C=C/c2nc3ccccc3c(=O)n2-c2cccc([N+](=O)[O-])c2)c2ccccc21,3%,62%[activator],-2%,-13,10µM*,7,2%
COc1cccc(-c2noc(CCC(=O)Nc3cccnc3)n2)c1,4%,.,2%,77,69%[activator],25*,-9%
COc1cccc(/C=N/NC(=O)CCn2c3ccccc3c3ccccc32)c1,0%,-25%,-3%,-7,-15%,-6,-22%
CCn1ncc(C(=O)Nc2cccc(Cl)c2)c1C,-5%,295%[activator],-4%,30*,297%[activator],67*,-3%
COc1ccc(NC(=S)NC(=O)/C=C/c2ccccc2)cc1,-4%,-30%,-1%,.,1%,-2,7%

# Part of the list above, set out differently:
mol	LmPK inh	Pf growth 96h	TbPYK inhibitor	Shiga toxin inh	Pf growth 48h	CHX counter	HCV inh
Cn1cc(/C=C/c2nc3ccccc3c(=O)n2-c2cccc([N+](=O)[O-])c2)c2ccccc21	3%	62%[activator]	-2%	-13	10µM*	7	2%
COc1cccc(-c2noc(CCC(=O)Nc3cccnc3)n2)c1	4%	.	2%	77	69%[activator]	25*	-9%
COc1cccc(/C=N/NC(=O)CCn2c3ccccc3c3ccccc32)c1	0%	-25%	-3%	-7	-15%	-6	-22%
